From PubChem BioAssay
mHtt clearance – clearance of mutant huntingtin inclusions, primary screen, imaging, HeLa Exon1htt(103Q)mCFP, confocal imaging. hit rate 0.42% among 47,000. inhibition, % at 1.5 µM. aggregate imaging; zero = plate's median compound well. AID 853, 2007;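 active = inhibition of aggregate fluorescence above about 70%, also judged a hit by eye on the cell image, limit read from the data, passing the limit was not always enough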;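 also: cells exposed to compound for three days before fixation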
mHtt clearance grain fraction – further read-out of mHtt clearance, marked with its call; fraction fluorescence in grains; measured here: aggregate grain fluorescence fraction; stronger effect = lower value;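 scaled fraction of total cell fluorescence in grains with unit not stated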
The depositor's hits bear a star.

SMILES	mHtt clearance	mHtt clearance grain fraction
COc1ccc(CNn2c(-c3cccc(C)c3)nc3ccccc3c2=O)cc1OC	-37	31
Cc1nn(-c2ccccc2)c(Cl)c1C(=O)N1CCN(c2ncnc3c2cnn3-c2ccccc2)CC1	36	12
O=S(=O)(c1ccccc1)c1cnc(-c2cccnc2)nc1-c1ccc(Cl)c(Cl)c1	24	30
CCOc1ccc(-n2c(C)nc3c(cnn3-c3ccc(Cl)cc3)c2=O)cc1	36	12
COc1cccc(CNc2ccc(Br)cn2)c1O	-7	39
CCOc1cc(S(=O)(=O)NC2CCCC2)ccc1Cl	-44	30
O=S1(=O)NC(=NC2CCCCCC2)c2ccccc21	-20	23
CCOC(=O)C1C(c2ccc3c(c2)OCO3)NC(=O)NC1(O)C(F)(F)F (stereo not given)	-41	27
Cc1ccccc1C(=O)Nc1ccc(N2CCOCC2)nc1	20	31
O=C(Cn1cnc2ccccc2c1=O)c1ccccc1	24	16
COc1cc(-c2nn3c(-c4cccc(C)c4)nnc3s2)cc(OC)c1OC	48	10
COc1ccc(C(=O)NCC(C)C)c(OC)c1	-1	20
Cc1cccc2cc(CN(Cc3ccccc3)C(=O)N(C)C)c(=O)[nH]c12	31	24
O=C(c1ccc(Cl)cc1)c1coc2ccc(O)cc12	-19	45
CC(C)OC(=O)C1=C(N)N2C(=O)CSC2=C(C(=O)OC(C)C)C1	-6	42
C=CCNC(=O)C1CC(=O)N(c2ccc(OCC(=O)Nc3ccc(Cl)c(C(F)(F)F)c3)cc2)C1 (stereo not given)	15	19
CC(C)=CCCC(C)CN1CCC(O)CC1 (stereo not given)	-1	18
CNC(=O)N(C1=NCC(C)S1)c1ccc(F)cc1F (stereo not given)	-42	28
COc1cc2nc(CN(CCC(C)C)Cc3nc4cc(OC)c(OC)cc4c(=O)[nH]3)[nH]c(=O)c2cc1OC	1	43
Cc1ccc(NC(=O)CC(O)(C(F)(F)F)C(F)(F)F)c(Br)c1	10	16
O=C(CC1C(=O)NCCN1C(=O)Nc1ccccc1)Nc1cccc(C(F)(F)F)c1 (stereo not given)	42	10
Cc1ccc(OCCNC(=O)Cn2cnc3c(=O)n(C)c(=O)n(C)c32)cc1C	-116	43
CC(=O)O[C@@H]1[C@@H](OC(C)=O)[C@H](n2ccc3cc([N+](=O)[O-])ccc32)OC[C@@H]1OC(C)=O	12	17
CCN1CCN(c2cc(C)c3cc(NC(=O)c4ccc(Br)o4)ccc3n2)CC1	-33	51
C=CCn1c(CCNC(=O)c2cccs2)nnc1SCC(=O)Nc1cccc(Cl)c1C	5	36

Reprinted from the listing for reference:
SMILES	mHtt clearance	mHtt clearance grain fraction
Cc1ccc(OCCNC(=O)Cn2cnc3c(=O)n(C)c(=O)n(C)c32)cc1C	-116	43
CC(=O)O[C@@H]1[C@@H](OC(C)=O)[C@H](n2ccc3cc([N+](=O)[O-])ccc32)OC[C@@H]1OC(C)=O	12	17
CCN1CCN(c2cc(C)c3cc(NC(=O)c4ccc(Br)o4)ccc3n2)CC1	-33	51
C=CCn1c(CCNC(=O)c2cccs2)nnc1SCC(=O)Nc1cccc(Cl)c1C	5	36

Going on with the list:
SMILES	mHtt clearance	mHtt clearance grain fraction
COc1ccc(C(C(=O)NC2CCCCC2)N(C(=O)c2sc(C)nc2C)c2ccccc2C)cc1 (stereo not given)	-12	34
CCOC(=O)C1CCCN(C(=O)CCc2ccccc2)C1 (stereo not given)	-40	28
O=C(CSc1nnc(-c2ccco2)n1-c1ccccc1)NCc1ccc2c(c1)OCO2	-78	30
O=C(CSc1nc(-c2ccccc2)nc2c1Cc1ccccc1O2)Nc1ccccc1	-6	48
COCCNc1oc(-c2ccc(F)cc2)nc1C#N	-53	56
CS(=O)(=O)N1CCN(C(=O)c2cccnc2)CC1	-53	56
O=C(NCc1ccc2c(c1)OCO2)c1ccc2c(c1)C(=O)N(Cc1cccnc1)C2=O	13	17
O=C(CN1CCC(n2nnc3ccccc32)CC1)Nc1ccc2c(c1)CCC2	-20	20
COc1ccc(OC)c(S(=O)(=O)n2cccn2)c1	29	25
O=C(CSc1nnc(-c2ccco2)o1)NCC(=O)c1ccccc1	-22	24
Cc1sc(NC(=O)COc2cccc(-n3cnnn3)c2)c(C#N)c1C	-42	52
CCN(Cc1ccccc1)C(c1ccc(C)cc1)c1nnnn1C(C)(C)CC (stereo not given)	-22	46
Cc1nc2c(C(=O)NCc3ccc4c(c3)OCO4)c[nH]n2c(=O)c1Cc1ccccc1F	0	43
Cc1nc(CS(=O)(=O)c2ccccc2)cc(N2CCOCC2)n1	-11	35
O=C(c1ccccc1)N1CCN(C2CC3CCC2C3)CC1 (stereo not given)	10	33
COc1ccc(S(=O)(=O)NCCc2ccc(F)cc2)cc1	23	16
CC(=O)Nc1ccc(S(=O)(=O)N2CCN=C2C)cc1	-74	33
COc1ccccc1N1CCN(C(c2ccccc2)c2nnnn2CCc2ccccc2)CC1 (stereo not given)	-42	28
Cc1ccc(N(CC(=O)NCc2ccc(F)cc2)S(=O)(=O)c2cccs2)cc1	-8	21
Cc1cc(NC(=O)COC(=O)C2CCCN2C(=O)c2cccs2)no1 (stereo not given)	-65	30
Cc1cc(NC(=O)c2ccc(Cn3nc(C)c(Br)c3C)o2)no1	-41	25
CN(Cc1cc2ccccc2[nH]c1=O)S(C)(=O)=O	50	18
CC(=O)Nc1ccc(N2CCOCC2)c(C(=O)Nc2cccc(C)c2)c1	-63	30
CC(C)CC(=O)Nc1ncnc2c1C(=O)CC(C)(C)C2	-34	27
O=C1c2ccccc2C(=O)C12OC(c1ccccc1)C1(C(=O)c3ccccc3C1=O)C2c1cccc([N+](=O)[O-])c1 (stereo not given)	28	13

The results go on:
SMILES	mHtt clearance	mHtt clearance grain fraction
O=C1N2CCSC2=NC1(Nc1ccccn1)C(F)(F)F (stereo not given)	6	32
O=C(Cn1cnc2ccccc21)NCCCN1CCOCC1	-8	40
COc1cc(Cl)ccc1S(=O)(=O)n1nc(C)cc1C	0	32
Cn1c(CCN2CCCCC2)nc2cc(NC(=O)Nc3ccccc3)ccc21	-34	27
Cn1c(CN2CCN(c3ccc(Cl)cc3)CC2)nc2ccccc21	17	33
NC(=O)CSCc1c(Cl)cccc1Cl	-51	29
CCCS(=O)(=O)c1c(S(=O)(=O)CCC)c2ccccn2c1C(=O)OC	16	32
CC(C)COC(=O)c1ccc(NC(=O)C2C3C=CC(C3)C2C(=O)O)cc1 (stereo not given)	-79	54
COc1ccc(-n2c(Cn3nnc4ccccc43)nnc2SCC(=O)O)cc1	46	9.8
CC1(C(=O)NCc2ccccc2)Oc2ccccc2NC1=O (stereo not given)	34	13
CCC(CC)C(=O)NCCc1cc2ccc(C)cc2[nH]c1=O	-16	36
Cc1ccc(C)c(NC(=O)CSc2nnc(-c3ccccc3)o2)c1	-86	62
COc1ccc(NC(=O)c2ccco2)c(NC(=O)Cc2cccs2)c1	4	17
O=C(c1ccc(Br)cc1)c1cc(-c2ccccn2)c(N2CCOCC2)s1	-6	41
Cc1ccc(/C=N/n2nnnc2N)o1	-25	30
CN1C(=O)N(c2ccccc2)C(Nc2nncs2)C1(C)C (stereo not given)	65	13
COc1nnc(-c2ccc(N3CCCCC3)c(NC(C)=O)c2)c2ccccc12	54	9.3
CCOC(=O)C1C(=O)CC(C)(O)C(C(=O)OCC)C1c1ccc(N(CC)CC)cc1 (stereo not given)	0	18
COC(=O)Nc1ccccc1C(=O)N1CCCCC1	26	14
CC(C)OCP(=O)(c1ccccc1)c1ccccc1	15	18
COc1ccc(OCCCC(=O)Nc2ccc3c(c2)OCCO3)cc1	38	10
CCCOc1ccc(C(=O)NCCO)cc1	7	26
Cc1nc(N)nc(-c2ccccc2O)n1	34	13
O=C(Nc1ccc(N2CCOCC2)c(Cl)c1)c1cccc(F)c1	-21	25
Cc1cc2ncn(C3CC(=O)N(Cc4ccccc4)C3=O)c2cc1C (stereo not given)	-24	22

Next results
SMILES	mHtt clearance	mHtt clearance grain fraction
CC1=CC(C)(C)N2C(=O)C3(C(C#N)=C(N)OC4=C3C(=O)CC(C)(C)C4)c3c(C)c(C)cc1c32 (stereo not given)	11	17
O=C(CC1SC2=NCCN2C1=O)Nc1ccc(Cl)cc1 (stereo not given)	-54	29
CCCSc1nc2c(cnn2-c2ccc(C)cc2)c(=O)[nH]1	-10	37
CCN1CCN(CCn2c(=S)[nH]c3ccccc3c2=O)CC1	-19	28
Cc1cccc(NS(=O)(=O)Cc2ccccc2)n1	11	16
Cc1cnc(NC(=O)CSc2nnc(Cc3ccccc3)n2C)s1	8	18
CCOC(=O)C1(C(F)(F)F)N=C(N(C)C)OC(N(C)C)=N1	-2	40
Cc1cc(CC(=O)O)c(C)cc1CC(=O)O	12	36
COc1ccccc1NC(=O)c1ccccc1SC	-27	27
Cc1ccc(-c2nnc(CSc3nnc(C)s3)o2)cc1	-15	44
CCN1C(=O)c2ccccc2S(=O)(=O)c2ccc(C(=O)NCc3cccnc3)cc21	-21	40
CCC(=O)Nc1cc(NC(=O)CSc2ncc(-c3ccc(F)cc3)n2Cc2ccco2)ccc1C	-12	38
COc1ccc(CNC(=O)C2CCCN(S(=O)(=O)c3cc(C)ccc3OC)C2)cc1 (stereo not given)	22	17
O=C(C(c1ccccc1)c1ccccc1)N1CCN(Cc2ccncc2)CC1	31	24
Cc1nnc(SCC(=O)N2CCN(S(=O)(=O)c3ccccc3)CC2)n1Cc1ccccc1	-1	35
COc1ccc(NC(=O)C23CCC(C)(C(=O)O2)C3(C)C)cc1 (stereo not given)	-19	24
O=C(Nc1cnn(C23CC4CC(CC(C4)C2)C3)c1)c1cnn2c(C(F)(F)F)cc(-c3ccco3)nc12	-6	20
CC(=O)c1sc(NC(=O)CN2C(=O)CCC2=O)nc1C	-1	17
CCOC(=O)/C(C(N)=NCCCO)=C(/O)c1ccccc1	-2	36
CCCCn1c(SCC(=O)Nc2ccc3c(c2)OCO3)nc2c1c(=O)n(C)c(=O)n2C	-6	41
CN1C(=O)C(O)(C2COC(C)(C)CC2=O)c2ccccc21 (stereo not given)	-32	52
COCCNC(=O)CSc1nc(-c2ccccc2)cs1	-43	57
Cn1c(NCc2ccco2)nc2c1c(=O)n(Cc1ccc(Br)cc1)c(=O)n2C	47	8.8
COc1ccc(CCNS(=O)(=O)c2cccc(C(=O)O)c2)cc1OC	-35	53
COc1ccccc1Nc1nc(=O)[nH]nc1C	-24	24

Some of these compounds in order of the mHtt clearance value, largest number first:
SMILES	mHtt clearance	mHtt clearance grain fraction
CCOc1ccc(-n2c(C)nc3c(cnn3-c3ccc(Cl)cc3)c2=O)cc1	36	12
O=C(Nc1cnn(C23CC4CC(CC(C4)C2)C3)c1)c1cnn2c(C(F)(F)F)cc(-c3ccco3)nc12	-6	20
COc1ccc(CNn2c(-c3cccc(C)c3)nc3ccccc3c2=O)cc1OC	-37	31
CNC(=O)N(C1=NCC(C)S1)c1ccc(F)cc1F (stereo not given)	-42	28

(listing goes on)
SMILES	mHtt clearance	mHtt clearance grain fraction
C=CCNc1nnc(C)c2ccccc12	-32	48
CCCCC1(C)NC(=O)c2c(C)sc(C(=O)OCC)c2N1 (stereo not given)	-60	62
CCCn1nnc(NC(=O)c2cc(Br)cc(Br)c2OC)n1	30	28
CC(CCc1ccccc1)NC(=O)CN1CCN(Cc2ccccc2)C1=O (stereo not given)	9	31
CCOC(=O)c1sc2nc(N3CCOCC3)c3c(c2c1N)CCN(Cc1ccccc1)C3	0	40
COCCCn1c(N)c(-c2nc3ccccc3n2C)c2nc3ccccc3nc21	10	17
O=C(NCc1cccnc1)NC1(C(F)(F)F)Oc2ccc(Cl)cc2O1 (stereo not given)	-10	57
CCOC(=O)c1ccc(NC(=O)C2CCN(S(=O)(=O)c3ccccc3)CC2)cc1	-21	39
CN(C)S(=O)(=O)c1ccc(C(=O)Nc2ccccn2)cc1	5	39
Cc1noc(C)c1CSc1nc2sc(C)c(C)c2c(=O)n1C1CCCC1	-30	48
O=C(O)C1CC(=O)N(c2ccc(F)c(F)c2)C1 (stereo not given)	-87	33
CCCSc1nsc(NC(=O)C(c2ccccc2)c2ccccc2)n1	-12	42
CC[n+]1c(/C=C2/C=C(C)CC(C)(C)C2)sc2ccc(OC)cc21	58	13
Cc1cc2oc(=O)cc(CN3CCCCC3C)c2c(C)c1Cl (stereo not given)	11	35
CC(C)c1ccc(C2CC(=O)N3CN(C)CSC3=C2C#N)cc1 (stereo not given)	7	46
CC1CCN(CCCNC(=O)C2CCC(=O)N2C2CCCC2)CC1 (stereo not given)	52	9.8
CCOC(=O)N1CCN(C(=O)C2CCN(S(=O)(=O)N(CC)CC)CC2)CC1	-9	40
Cc1cc(C(F)(F)F)n2ncc(-c3ccc(F)cc3)c2n1	3	19
COC(=O)c1nnn(CC(=O)Nc2cccc(OC)c2)c1C(=O)OC	30	16
c1ccc(Cc2nn3c(Cn4nnc5ccccc54)nnc3s2)cc1	-28	45
COc1cccc(/C=N/NC(=O)CCc2c(C)n[nH]c2C)c1	12	17
COc1ccc(-c2oc(NC(=O)CSc3ncn[nH]3)c(C#N)c2-c2ccc(OC)cc2)cc1	-25	50
Cc1ccc(CC(=O)Nc2ccccc2N2CCOCC2)cc1C	23	16
CCn1c2ccccc2c2cc(NC(=O)CSc3nnc(-c4ccccc4OC)n3N)ccc21	76*	9.1*
COc1ccccc1NC(=O)CCN1CC(C)OC(C)C1 (stereo not given)	-83	33

Filtered by structure, the entries above with a nitro group on carbon (2)
SMILES	mHtt clearance	mHtt clearance grain fraction
CC(=O)O[C@@H]1[C@@H](OC(C)=O)[C@H](n2ccc3cc([N+](=O)[O-])ccc32)OC[C@@H]1OC(C)=O	12	17
O=C1c2ccccc2C(=O)C12OC(c1ccccc1)C1(C(=O)c3ccccc3C1=O)C2c1cccc([N+](=O)[O-])c1 (stereo not given)	28	13

Next results
SMILES	mHtt clearance	mHtt clearance grain fraction
O=C(CCC1CCCCC1)Nc1ncn[nH]1	-52	30
COC(=O)c1cc2ccsc2n1CC(=O)N(C)c1ccccc1	-2	18
CCn1c(C(=O)N2CCC(C(=O)N3CCN(c4ccccn4)CC3)CC2)cc2sccc21	-182	91
OC12CCCCC1C(c1ccc3c(c1)OCO3)N(Cc1ccc(F)cc1)CC2 (stereo not given)	57	8.4
COc1ccc(C(=O)/C(=C/c2cccs2)c2nc3ccccc3o2)cc1	-44	28
Cc1cccc(Nc2ccccc2C(=O)OCC(=O)N2CCOCC2)c1C	24	16

Not all compounds are listed (hit frequency here may not be typical).
